PAFAH1B3 FP inh: blocks human PAF acetylhydrolase 1B catalytic subunit 3; inhibition, % at 3.39 µM; Q15102; 340,000 tested, 0.28% active; recombinant PAFAH1B3, FP-rhodamine probe, fluorescence polarization;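 active means inhibition above the screen-wide average of all tested compounds plus 3 SD, cut at about 25% in these data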;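 further: 0% = enzyme with DMSO only and 100% = wells lacking PAFAH1B3 protein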
PREPL inh: human PREPL enzyme inhibition; Q4J6C6; recombinant PREPL, fluorescence polarization activity-based probe; inhibition, % at 5.96 µM; 320,000 tested, 0.68% active; in the data active means inhibition above about 43%;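 further: 0% = enzyme with DMSO and 100% = wells lacking enzyme; many of its hits are not listed in these tables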
LYPLA1 inh: LYPLA1 (human) inhibition in PME1 counter-screen; recombinant LYPLA1, FP-Rh probe fluorescence polarization; inhibition, % at 5.9 µM; 320,000 tested, 0.16% active; AID 2174;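 active means inhibition above the mean of all tested compounds plus 3 SD, set per campaign, cut at about 14% in these data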;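 further: inhibitors block serine hydrolase probe labeling of LYPLA1 so polarization falls; 0% = enzyme with DMSO and 100% = wells lacking LYPLA1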
Target sequence (O75608 whole entry, looked up): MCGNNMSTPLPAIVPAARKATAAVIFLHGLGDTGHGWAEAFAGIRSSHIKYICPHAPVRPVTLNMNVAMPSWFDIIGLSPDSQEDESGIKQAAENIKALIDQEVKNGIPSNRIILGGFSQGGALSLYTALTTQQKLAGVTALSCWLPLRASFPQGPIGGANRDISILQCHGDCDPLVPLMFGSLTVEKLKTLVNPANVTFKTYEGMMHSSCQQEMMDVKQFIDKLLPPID
PAD4 FP inh: PAD4 (human) enzyme inhibition | Q9UM07 | recombinant PAD4, RCA probe fluorescence polarization | inhibition, % at 6.36 µM | 330,000 tested, 0.41% active;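 active means percent inhibition above a cutoff equal to the mean of all tested compounds plus 3 SD, cut at about 15% in these data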;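 further: 0% = PAD4 with RCA probe and DMSO and 100% = probe without PAD4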
LYPLA2 counter: LYPLA2 (human) inhibition in PME1 counter-screen; recombinant LYPLA2, FP-Rh probe fluorescence polarization; inhibition, % at 5.9 µM; 320,000 tested, 0.38% active; AID 2177; O95372;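 active means inhibition above the screen-wide mean plus 3 SD, limit set per campaign, cut at about 26% in these data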;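 further: 0% = LYPLA2 with DMSO and 100% = wells lacking LYPLA2 enzyme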
Target sequence (O95372 whole entry, looked up): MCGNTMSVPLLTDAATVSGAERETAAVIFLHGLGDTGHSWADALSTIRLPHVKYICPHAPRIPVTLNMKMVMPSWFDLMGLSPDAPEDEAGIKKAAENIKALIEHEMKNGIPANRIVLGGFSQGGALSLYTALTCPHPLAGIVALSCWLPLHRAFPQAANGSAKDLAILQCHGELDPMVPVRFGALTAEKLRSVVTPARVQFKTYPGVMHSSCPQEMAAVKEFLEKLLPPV
EBNA-1 inhibitor: blocks EBNA-1 binding to DNA | EBNA-1 DNA binding, fluorescence polarization | inhibition, % at 14.8 µM | 300,000 tested, 0.34% active; in the data active means inhibition above about 28%
ZTA DNA inh: ZTA (EBV) inhibition in EBNA-1 counter-screen. ZTA-DNA binding, fluorescence polarization. inhibition, % at 11 µM. 320,000 tested, 0.15% active. AID 2234; in the data active means inhibition above about 33%
Target sequence (P03206 whole entry, looked up): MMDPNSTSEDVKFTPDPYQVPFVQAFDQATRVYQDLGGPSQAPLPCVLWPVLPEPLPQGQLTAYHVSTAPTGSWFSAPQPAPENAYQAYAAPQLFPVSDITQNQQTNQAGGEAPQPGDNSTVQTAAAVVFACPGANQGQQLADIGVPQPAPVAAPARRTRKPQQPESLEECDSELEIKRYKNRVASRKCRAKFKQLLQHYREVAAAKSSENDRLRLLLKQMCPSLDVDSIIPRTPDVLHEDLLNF
PAFAH2 FP inh: inhibitors of human PAFAH2; inhibition, % at 3.39 µM; recombinant PAFAH2, FP-rhodamine activity probe, fluorescence polarization; Q99487; 340,000 tested, 0.99% active;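 active means inhibition above the mean over all tested compounds plus 3 SD, cut at about 30% in these data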;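 further: inhibitors block probe labeling of enzyme so polarization drops; 0% = enzyme with DMSO and 100% = wells lacking PAFAH2 protein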
GSTO1 inh: counter-screen for RBBP9 inhibitors: inhibitors of human GSTO1. recombinant GSTO1, activity-based probe fluorescence polarization. inhibition, % at 5.96 µM. 300,000 tested, 1.1% active;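 active means inhibition above the campaign mean inhibition plus 3 SD, cut at about 35% in these data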;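 further: 0% = GSTO1-1 with DMSO and 100% = wells lacking GSTO1-1 enzyme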
Target sequence (P78417 whole entry, looked up): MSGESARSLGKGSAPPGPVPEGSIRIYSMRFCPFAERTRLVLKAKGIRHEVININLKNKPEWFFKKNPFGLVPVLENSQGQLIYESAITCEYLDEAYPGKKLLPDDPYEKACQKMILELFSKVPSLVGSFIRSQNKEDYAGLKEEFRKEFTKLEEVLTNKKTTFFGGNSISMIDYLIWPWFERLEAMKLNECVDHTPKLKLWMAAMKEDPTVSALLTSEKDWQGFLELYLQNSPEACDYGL
Active calls of the source: *; nt = not tested or not shown. The list is partial; count on the stated rates, not on these rows.

cpd | compound | PAFAH1B3 FP inh | PREPL inh | LYPLA1 inh | PAD4 FP inh | LYPLA2 counter | EBNA-1 inhibitor | ZTA DNA inh | PAFAH2 FP inh | GSTO1 inh
1 | Cc1cc(C(=O)CN2C(=O)NC(Cc3c[nH]c4ccccc34)C2=O)c(C)n1C (stereo not drawn) | 11 | 37 | 1 | 2 | 7 | 5 | -6 | 10 | 4
2 | Cc1n[nH]c(C)c1S(=O)(=O)N1CCCC(C(=O)O)C1 (stereo not drawn) | -6 | 12 | nt | 7 | nt | nt | nt | -1 | nt
3 | Cc1ccccc1OS(=O)(=O)c1cn(C)c(=O)n(C)c1=O | 10 | 0 | -2 | 2 | 6 | -5 | 6 | -1 | 2
4 | O=C(CN1CCN(c2ccccc2)CC1)Nc1cccc(C(F)(F)F)c1 | 1 | 9 | 5 | 5 | -1 | -10 | -21 | -2 | 2
5 | Cc1cc(C)cc(C(N)=Nc2cccc(C#N)c2)c1 | 8 | 0 | 4 | -5 | 4 | -2 | -2 | -5 | 6
6 | Cc1ccc(-c2nnn(CC(=O)N(CC(=O)NC3CCCCC3)c3ccc(F)c(Cl)c3)n2)o1 | 5 | -3 | 2 | -1 | 6 | 10 | 18 | 2 | -18
7 | Cc1ccc(C)c(Cn2c3ccccc3c3cnn(CC(=O)NCCCN4CCOCC4)c(=O)c32)c1 | 3 | -11 | -1 | 2 | 3 | 1 | -3 | -10 | 6
8 | CN(C)N(C)C(=O)C(O)(c1ccccc1)c1ccccc1 | -4 | -1 | -4 | 3 | -2 | 3 | 3 | 5 | -1
9 | Cc1cccc(CC2S/C(=N/N=C/c3ccco3)NC2=O)c1 (stereo not drawn) | 6 | -5 | -1 | -2 | 2 | 9 | 12 | 0 | 0
10 | CCC1CCCN1Cn1cnc2c([nH]c3ccc(OC)cc32)c1=O (stereo not drawn) | 7 | -3 | -1 | -2 | 6 | -19 | -2 | -17 | 1
11 | CCCCOC(=O)c1cc(=O)[nH]c2ccc(C)cc12 | 5 | 2 | -1 | -2 | 3 | -21 | 5 | 1 | -2
12 | O=C(C1=C[C@@H](c2ccc(Br)cc2)C[C@@H](OCCCCO)O1)N1CCN(Cc2ccc3c(c2)OCO3)CC1 | -1 | 67* | 2 | 0 | 5 | -1 | 5 | 4 | 3
13 | CN(Cc1ccccc1)C(=S)NC(=O)c1ccc(-c2ccccc2)cc1 | 3 | -4 | 2 | 2 | 6 | 19 | 17 | 3 | -2
14 | CCCCn1c(CCCNC(=O)c2ccco2)nc2ccccc21 | -2 | -1 | 0 | -3 | 3 | 20 | 8 | 4 | -3
15 | Cc1ccc(S(=O)(=O)N2CC(C(=O)O)=CC[C@H]2c2ccc(Cl)cc2)cc1 | 6 | -3 | -3 | -10 | -5 | 4 | -7 | 4 | 9
16 | OC(c1ccc(F)cc1)C(CN1CCOCC1)c1ccccc1 (stereo not drawn) | 10 | 6 | 4 | 1 | 4 | -16 | 14 | -2 | -3
17 | CSc1cc(-c2ccncc2)nc(-c2ccc(Cl)cc2)c1 | 2 | 1 | -2 | 3 | -7 | 0 | 0 | -1 | 3
18 | CCN(CC)C(=O)c1sc(NC(=O)c2ccc(Br)o2)c(C(=O)OC)c1C | 5 | -9 | 0 | 3 | 6 | -2 | 5 | 12 | 6
19 | COc1ccc(C(=O)C/C(=C\C(=O)c2ccc(C)cc2)c2ccccc2)cc1 | 1 | -12 | -5 | 4 | -4 | 8 | 14 | -3 | -2
20 | CCCCCc1nnc(NC(=O)C2CCCO2)s1 (stereo not drawn) | 1 | 4 | -2 | -5 | 5 | -1 | 0 | -5 | 1
21 | COc1ccc(-c2ccc(=O)n(Cc3cc(=O)n4ccccc4n3)n2)cc1 | 8 | -6 | 1 | 1 | 6 | -10 | 6 | 2 | 5
22 | CC(=O)Nc1ccc(NS(=O)(=O)c2cc(Cl)sc2Cl)cc1 | -7 | 0 | 4 | 0 | 7 | 7 | 2 | -1 | 3
23 | O=C1CCN(C(=S)NCCc2ccccc2)CC1 | -3 | -13 | -2 | 6 | -3 | 6 | 1 | 3 | 8
24 | Clc1ccc(Nc2nc3ccccc3n3nnnc23)cc1 | 9 | 26 | 2 | 5 | 10 | -2 | -18 | -11 | -3
25 | COc1cccc(CN2CCN(C(=O)c3cccs3)CC2)c1OC | 4 | -18 | 1 | -2 | 1 | 3 | 3 | 4 | 2
26 | C=C(C)Cn1c(N2CCN(CC)CC2)nc2c1c(=O)[nH]c(=O)n2C | 3 | 3 | 2 | -1 | -1 | -6 | 0 | 4 | 12
27 | COC(=O)c1ccc(/C=C/c2nc3ccccc3c(=O)[nH]2)cc1 | 3 | -12 | -2 | -1 | -4 | -3 | 8 | -6 | -3
28 | COC(=O)c1ccsc1NC(=O)CCS(=O)(=O)c1ccc(Cl)cc1 | 1 | 0 | -3 | 0 | 8 | 5 | 15 | 5 | 1
29 | COc1ccc(-n2c(C)cc(/C=N/Nc3nnc(C)n3N)c2C)cc1 | 11 | 29 | 0 | 36* | 3 | 2 | -15 | 9 | 46*
30 | Cc1csc(=Nc2ccccc2)n1C | 4 | 1 | -4 | 2 | -7 | -3 | 17 | -4 | 8
31 | CC(=O)c1sc(NC(=O)c2ccc(C(C)(C)C)cc2)nc1C | -1 | -17 | -5 | -6 | -5 | 5 | 2 | 7 | -17
32 | COc1cccc(CCC(=O)N2CCC(n3nccc3NC(=O)C3CCOC3)CC2)c1 (stereo not drawn) | 10 | -2 | 0 | -3 | 0 | -5 | 9 | 3 | 8
33 | Cc1cccc(NC(=O)CN2CCN(C(=O)c3cnn(Cc4ccccc4)c3)CC2)c1C | -1 | 18 | 0 | 3 | 7 | nt | -1 | -9 | nt
34 | Cn1nc(C(=O)N2CCC(C(N)=O)CC2)c2c1-c1ccccc1SC2 | 6 | 18 | 0 | -1 | -7 | -11 | 2 | 6 | -1
35 | CCCCCCCCn1c2c(c(=N)c3c1CCC3)CCCC2 | 10 | 19 | 3 | -3 | -1 | -15 | -4 | 2 | 2
36 | O=C1OC(N2CCN(c3ccccn3)CC2)c2ccccc21 (stereo not drawn) | 9 | 16 | -4 | 3 | -19 | -4 | -6 | -5 | -5
37 | Cn1c(=O)c2c(nc(SC3C(=O)CC(C)(C)CC3=O)n2C)n(C)c1=O | -2 | 1 | 2 | 1 | 5 | 4 | -3 | 6 | 4
38 | CCCCc1c(O)nc(SCC(=O)c2ccccc2)n(-c2ccccc2)c1=O | 9 | 6 | -2 | -6 | 1 | -14 | -9 | 9 | 4
39 | CCSc1nnc(NC(=O)c2cc(C)oc2C)s1 | -9 | 13 | -1 | -8 | 0 | -4 | 4 | -8 | -7
40 | O=C(Nc1ccc(F)cc1)Nc1ccc2c(c1)OCO2 | 6 | 2 | -6 | 2 | 12 | 8 | -10 | 4 | 16
41 | O=C(COc1ccc(Br)cc1)c1ccc2c(c1)CCCC2 | -1 | 8 | -3 | 1 | -4 | -5 | 9 | -4 | -3
42 | Cc1ccc(CNC(=O)CCC2CCCN(Cc3cccc4ncccc34)C2)o1 (stereo not drawn) | -2 | 9 | 1 | 2 | 4 | 12 | 6 | -1 | 1
43 | Cc1cc(C)nc(-n2nc(C)cc2NC(=O)CN2CCCC2)n1 | 7 | -1 | -1 | -1 | -1 | 6 | 11 | 1 | 5
44 | COc1ccc(S(=O)(=O)N(C)c2ccc(C(=O)NCc3ccco3)cc2)cc1OC | 6 | -1 | -1 | 4 | 6 | 4 | 8 | 2 | 4
45 | CN1CCN(C(=O)c2ccccc2[N+](=O)[O-])CC1 | 5 | 10 | 4 | -2 | 12 | 0 | -13 | -1 | -2
46 | O=C(Cc1c(Cl)cccc1Cl)OCC(=O)N1CCc2ccccc2C1 | 1 | -34 | -1 | 2 | -1 | 2 | 8 | 2 | 6
47 | Cc1ccc(OCCCn2ccnc2)cc1C | 0 | -8 | 3 | -2 | 4 | 3 | -4 | 0 | -3
48 | COc1ccc(S(=O)(=O)Cc2ccc(C(=O)NCc3cccnc3)o2)cc1 | 4 | 1 | 2 | 1 | 2 | 1 | 6 | -6 | 3
49 | Cn1cc(S(=O)(=O)N2CCCC2)cc1C(=O)Nc1cccc(C(F)(F)F)c1 | 1 | 9 | -5 | -3 | -6 | 7 | 8 | -3 | 2
50 | CC(Oc1cccc(Cl)c1)C(=O)Nc1ccc(S(=O)(=O)N(C)C2CCN(C)CC2)cc1 (stereo not drawn) | 1 | 35 | -4 | 2 | -2 | nt | -8 | -1 | nt
51 | O=C(NCCCN1CCOCC1)c1cc(-c2ccc(Br)cc2)nc2ccccc12 | 4 | -40 | -1 | -2 | -3 | -3 | 27 | -4 | 6
52 | C=CCn1c(CCCOc2ccc(Cl)cc2Cl)n[nH]c1=S | -1 | -21 | 4 | -2 | 6 | 1 | -11 | 3 | 3
53 | CCOC(=O)c1cnc(-n2nc(C)cc2C)nc1Oc1ccccc1F | nt | 5 | 0 | -4 | -3 | 1 | 20 | nt | 2
54 | COCCN1C(=O)CS/C1=C(/C#N)C(=O)NCc1ccco1 | 2 | -9 | -14 | -14 | -18 | -4 | 12 | 9 | -2
55 | CC(C)N(Cc1ccccc1)C(=S)Nc1ccc(OC(F)F)cc1 | 2 | 1 | -3 | 0 | -2 | 13 | 12 | 4 | -2
56 | Cc1nc(Cl)c(C(=O)NCc2ccccc2)c(C)c1Cl | 6 | 15 | -3 | 2 | -2 | 1 | -4 | -4 | 6
57 | Cn1c(=O)c2c(nc(SCC(=O)N3CCOCC3)n2C)n(C)c1=O | -1 | 14 | 2 | -3 | -2 | -13 | -6 | -6 | 2
58 | CCOC(=O)C1CCN(C(=O)C2CCCN(S(=O)(=O)c3ccc(OC)c(Cl)c3)C2)CC1 (stereo not drawn) | 4 | 7 | -2 | -2 | -2 | -3 | -1 | -2 | 4
59 | COc1ccc(CCNC(=O)Cn2c(=O)cnc3ccccc32)cc1 | 8 | -3 | 0 | 1 | -4 | 2 | -3 | 10 | 11
60 | COCCN(C(=O)COC(=O)CCOc1cccc(C)c1)c1c(N)n(Cc2ccccc2)c(=O)[nH]c1=O | -1 | -6 | -5 | 8 | -5 | -13 | -11 | 5 | 0

Next section
cpd | compound | PAFAH1B3 FP inh | PREPL inh | LYPLA1 inh | PAD4 FP inh | LYPLA2 counter | EBNA-1 inhibitor | ZTA DNA inh | PAFAH2 FP inh | GSTO1 inh
61 | CC1CN(C(=O)CSc2cn(CC(=O)N3CCOCC3)c3ccccc23)CC(C)O1 (stereo not drawn) | 10 | -6 | 2 | -1 | -1 | -1 | -5 | 2 | -5
62 | CCOc1ccc(N2CC(C(=O)NCc3ccc(F)cc3)CC2=O)cc1 (stereo not drawn) | 0 | 14 | -3 | 0 | -2 | 3 | -4 | 3 | 5
63 | COC(=O)c1ccc(NS(=O)(=O)N(C)C)cc1 | -4 | -3 | 3 | 2 | 7 | 13 | -9 | -2 | 5
64 | Cc1cc(C)nc(N(C#N)C(C)C(=O)N(C)C)n1 (stereo not drawn) | 9 | 0 | -5 | 3 | 0 | -4 | -1 | 3 | 0
65 | CN1CCN(C(=O)C2CCCCC2C(=O)O)CC1 (stereo not drawn) | 9 | 9 | 3 | -1 | -1 | -11 | -6 | 3 | 5
66 | O=P1(O)C=C(c2ccccc2)OC(c2ccccc2)=C1 | 2 | 8 | 0 | -3 | 1 | -2 | 5 | 5 | -3
67 | Cc1cccc2sc(NC(=O)CN3C(=O)C4CC=CCC4C3=O)nc12 (stereo not drawn) | 6 | 3 | -5 | 3 | -6 | 0 | -2 | 6 | -4

Entries of single compounds from above. Order of screens: PAFAH1B3 FP inh, PREPL inh, LYPLA1 inh, PAD4 FP inh, LYPLA2 counter, EBNA-1 inhibitor, ZTA DNA inh, PAFAH2 FP inh, GSTO1 inh
Listed for `Cc1cc(C)nc(N(C#N)C(C)C(=O)N(C)C)n1` (stereo not drawn) → 9, 0, -5, 3, 0, -4, -1, 3, 0
Listed for `COC(=O)c1ccc(NS(=O)(=O)N(C)C)cc1` → -4, -3, 3, 2, 7, 13, -9, -2, 5

Bioassay records: PubChem BioAssay, The Scripps Research Institute Molecular Screening Center
